# Source: PubChem BioAssay (National Center for Advancing Translational Sciences (NCATS))
# Pol beta inh = inhibitors of human DNA polymerase beta. Pol beta primer extension/strand displacement, fluorescence kinetic. Potency, µM (highest dose often 114 µM), for the others: top-dose activity change, negative = inhibition, actives largely listed as inhibitors. 340,000 tested, 1.3% active. AID 485314; further: potency means the concentration at half of the fitted maximal effect; on the % scale 0 is the no-effect control and ±100 the full control effect
#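 Pol beta (10 nM) was preincubated with compound for 15 min at room temperature. The reaction was then started with 50 nM substrate and read immediately and after a further 10 min at room temperature.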
# Pol iota inh = inhibitors of human DNA polymerase iota | Q9UNA4 | Pol iota fluorescent replication assay, 10 min | Potency, µM (series often up to 115 µM), for the others: at the top dose activity, negative = inhibition, hits mostly inhibitors | 390,000 tested, 1% active; further: potency means the concentration at half of the fitted maximal effect
#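 Fluorescent replication assay read twice, at 0 min and 10 min after adding 50 nM (final) substrate. Enzyme (10 nM) and compounds were first incubated 15 min at room temperature; enzyme-free buffer wells were negative controls.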
# ALOX12 inh = ALOX12 (human) lipoxygenase inhibition; purified 12hLO, xylenol orange hydroperoxide absorbance; Potency, µM (highest dose often 108 µM), inactives show at the top dose activity change, negative = inhibition, actives largely listed as inhibitors; 580,000 tested, 1.1% active; AID 1671190; further: potency means the concentration at half of the fitted maximal effect; on the % scale 0 is the no-effect control and ±100 the full control effect
# Target sequence (P18054 whole entry, looked up): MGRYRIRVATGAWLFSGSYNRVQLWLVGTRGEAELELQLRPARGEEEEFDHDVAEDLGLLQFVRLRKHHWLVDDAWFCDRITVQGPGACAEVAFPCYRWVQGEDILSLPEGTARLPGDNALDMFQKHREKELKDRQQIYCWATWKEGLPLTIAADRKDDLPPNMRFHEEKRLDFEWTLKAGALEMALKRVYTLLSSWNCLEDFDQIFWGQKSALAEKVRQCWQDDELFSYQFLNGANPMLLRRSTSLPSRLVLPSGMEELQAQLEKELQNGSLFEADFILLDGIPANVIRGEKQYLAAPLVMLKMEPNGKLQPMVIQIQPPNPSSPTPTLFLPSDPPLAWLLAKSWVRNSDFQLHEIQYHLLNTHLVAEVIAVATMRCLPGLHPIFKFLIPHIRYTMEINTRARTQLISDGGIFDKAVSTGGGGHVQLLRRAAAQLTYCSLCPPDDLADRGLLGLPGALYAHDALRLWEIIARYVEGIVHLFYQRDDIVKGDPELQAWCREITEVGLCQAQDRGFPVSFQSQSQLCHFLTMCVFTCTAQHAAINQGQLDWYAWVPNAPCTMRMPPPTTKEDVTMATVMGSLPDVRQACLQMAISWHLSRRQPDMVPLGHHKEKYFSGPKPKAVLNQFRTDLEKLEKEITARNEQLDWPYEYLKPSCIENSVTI
#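 Purified human 12hLO at 150 nM in 25 mM Hepes, 0.01% Triton X-100, pH 7.0, preincubated 15 min at room temperature with compound. Reaction started with 40 uM arachidonic acid, 30 min at room temperature. Hydroperoxide measured by Fe-xylenol orange, 573/405 nm absorbance ratio.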
# BLM helicase inh = blocks DNA unwinding by human BLM helicase; P54132; recombinant BLM DNA unwinding, fluorescence dequenching; Potency, µM (titrated, usually from 56.1 µM), without a hit: top-dose activity change, negative = inhibition, actives largely listed as inhibitors; 350,000 tested, 0.2% active;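 further: potency means the concentration at half of the fitted maximal effect; plate controls were vehicle for no effect and no enzyme for full effect; nearly all actives have a fitted effect of over 35% in size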
# APE1 inh = inhibitors of human APE1 endonuclease; P27695; recombinant APE1, TAMRA/BHQ-2 abasic DNA cleavage fluorescence; Potency, µM (highest dose often 65.8 µM), for inactives: at the highest dose activity change, negative = inhibition, most hits filed as inhibitors; 350,000 tested, 0.35% active; AID 2517;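 further: potency means the concentration at half of the fitted maximal effect; plate controls were vehicle for no effect and reference inhibitor for full effect; nearly all actives have a fitted effect of over 55% in size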
# Target sequence (P27695 whole entry, looked up): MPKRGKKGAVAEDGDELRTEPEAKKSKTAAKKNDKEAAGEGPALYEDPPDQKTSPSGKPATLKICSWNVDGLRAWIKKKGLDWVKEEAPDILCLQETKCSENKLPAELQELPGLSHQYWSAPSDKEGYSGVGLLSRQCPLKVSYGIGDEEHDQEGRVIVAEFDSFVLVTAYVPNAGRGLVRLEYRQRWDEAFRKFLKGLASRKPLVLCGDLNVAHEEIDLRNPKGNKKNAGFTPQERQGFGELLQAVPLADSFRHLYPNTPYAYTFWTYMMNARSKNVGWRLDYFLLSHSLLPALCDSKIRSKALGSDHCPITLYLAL
#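 APE1 at 0.75 nM final was preincubated with compound 15 min at room temperature, then 50 nM double-stranded THF abasic-site substrate (5'-TAMRA/3'-BHQ-2) was added. Fluorescence (ex 525/em 598 nm) was read kinetically; third-minus-first read gave activity.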
# TRHR ag = TRH receptor (human) agonism; activation, % at 2 µM; AID 493084; 360,000 tested, 0.18% active; TRHR cells, calcium flux fluo-8, FDSS agonist mode; in the data active means activation above about 30%; further: 0% is about no effect
#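 TRHR-expressing cells, plated overnight in medium with 10% serum, were loaded with fluo-8 calcium dye at room temperature. After a 10 s baseline, library compound was pin-added and calcium release was recorded kinetically (ex 480/em 530) as agonist response.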
# ERG-DNA inh = ERG Ets/DNA interaction inhibition; fluorescence polarization, His-ERG Ets domain / labelled DNA; P11308; Potency, µM (highest dose often 76.9 µM), inactives show at the top dose FP activity, negative = inhibition, hits mostly inhibitors; 370,000 tested, 0.028% active; AID 624246; active means well fitted inhibition curve with a large enough effect in the polarisation, with a control signal flat; inconclusive means small, poorly fitted or top-dose-only effect, or effect the other way, or a change in a side signal; inactive means no such curve, though single readings can be large or run the other way; the % refers to the polarisation;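 further: polarization taken with two DNA probes labelled with fluorescein and Texas red; potency means the concentration at half of the fitted maximal effect; % of control where 0% means no effect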
#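 His-tagged ERG Ets domain (1 uM in the protein solution; 300mM KCl, 50mM Tris-HCl, 1mM EDTA, 1mM DTT, pH 7.5) received compound, then a probe mix of 5 nM fluorescein-DNA and 100nM Texas-615-DNA. Fluorescence polarization was read for both dyes.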
# POLK inh = DNA polymerase kappa (human) inhibition; Q9UBT6; purified Pol kappa, fluorescent DNA synthesis assay, 10 min; Potency, µM (highest dose often 107 µM), for inactives: at the top dose activity, negative = inhibition, hits mostly inhibitors; 400,000 tested, 0.53% active; AID 588579; further: potency means the concentration at half of the fitted maximal effect; on the % scale 0 is the no-effect control and ±100 the full control effect
#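 50 nM final substrate added after 15 min RT preincubation of 10 nM Pol kappa with compound; fluorescence read at 0 and 10 min.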
# Anesthetic bind = binds horse apoferritin like a general anesthetic; apoferritin/1-aminoanthracene competitive binding, fluorescence; Potency, µM (top dose mostly 77.5 µM), for inactives: at the top dose activity change, negative = displacement, actives largely listed as inhibitors; 350,000 tested, 0.074% active; further: potency means the concentration at half of the fitted maximal effect; on the % scale 0 is the no-effect control and ±100 the full control effect; nearly all actives have a fitted effect of over 20% in size
#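 Horse-spleen apoferritin (10 uM) was mixed with 50% saturated 1-aminoanthracene in PBS, exposed to compounds for 10 min at room temperature, and read for fluorescence (ex 380 nm, em 535 nm). Competitive displacement was fitted with a four-parameter Hill equation.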
# An asterisk follows results filed as active; ? = inconclusive; nt = not tested or not shown; & = joins results of further samples; [ ] = dose if it differs, or a comment. Unless noted, the call rests on the fitted dose curve; in most records, active means well fitted curve in the direction sought with a large enough effect; inconclusive means small, poorly fitted or top-dose-only effect, or another doubt; inactive means no such curve, though single readings can be large; an effect the other way counts as inactive or inconclusive. These rows are one share of the data; the hit share may differ from the screen's.
Pol beta inh,Pol iota inh,ALOX12 inh,BLM helicase inh,APE1 inh,TRHR ag,ERG-DNA inh,POLK inh,Anesthetic bind,mol
11.2%,25.9%,0.0%,-11.2%,4.8%,2.4,2.7%,-3.4%,-23.0%,CCS(=O)(=O)N1CCN(c2ccc([N+](=O)[O-])c(N3CCOCC3)c2)CC1
nt,12.3%,?,nt,21.6%,-0.4,-23.3%,3.3%,nt,Cc1cc(S(=O)(=O)NCCCN2CCOCC2)ccc1Br
nt,nt,?,-8.4%&-14.1%&-3.4%&0.9%,-3.2%&-7.5%&-1.4%&25.0%,nt,nt,-9.7%&-11.7%&-9.5%&-3.6%[60.1 µM],-6.0%&-0.6%&-13.0%&-6.0%,COC(=O)C(c1ccccc1Cl)N1CCc2sccc2C1 (stereo not drawn)
?,13.8%,7.5%,-4.8%,nt,-0.8,-7.3%,0.4%[60.1 µM],-4.9%,CCOc1ccc(C(=O)NCc2ccc3c(c2)CCN3C(=O)c2ccccc2)cc1
4.2%,13.6%,-23.5%,1.8%,4.1%,-0.5,-0.2%,-16.4%,-7.6%,Cc1cccc(C(=O)Nc2ccccc2SCC2CSc3nc4ccccc4c(=O)n32)c1 (stereo not drawn)
-0.9%,6.6%,3.7%,-1.7%,1.5%,-0.3,-5.6%,-7.9%,-13.4%,O=C(c1ccc2oc(CCCc3ccccc3)nc2c1)N1CCCCC1CO (stereo not drawn)
7.6%,10.7%,12.1%,0.2%,20.6%,-0.1,1.4%,-0.5%,4.8%,O=C(NC1CC2CCCC(C1)N2C(=S)Nc1ccccc1)C1CC1 (stereo not drawn)
5.4%,49.9%[activator],2.1%,0.1%,-3.9%,-0.1,3.8%,-11.1%,-12.8%,Cc1c(Cl)c([N+](=O)[O-])nn1CCCC(=O)NCCc1ccccc1
-0.2%,15.5%,0.0%,0.1%,-2.3%,0.1,-7.0%,-4.3%,1.6%,COC(=O)C1=C(C)NC(=O)C1(Nc1nccs1)C(F)(F)F (stereo not drawn)
-7.1%,3.6%,?,-1.9%,2.2%,-0.6,5.6%,-2.5%,-10.4%,O=C(Cn1nnc(-c2ccccc2)n1)NCc1ccc2c(c1)OCO2
17.9%,-17.0%,-7.7%,-1.7%,4.0%,0.1,nt,-2.5%,65.5%[activator],COc1ccc(C2=NCCc3cc(OC)c(OC)cc32)cc1
-10.2%,7.0%,0.6%,-10.3%,70.6%,-0.3,1.7%,-15.3%,1.3%,CC(C)(C)c1csc(NC(=O)CSC2=NCCS2)n1
52.7%,nt,-14.5%,-5.4%,-3.7%,-0.1,nt,nt,?,N/C(=N\OC(=O)COc1ccc2ccccc2c1Br)c1cccnc1
3.6%,-2.5%,-0.8%,-10.1%,nt,1.9,0.2%,3.9%,8.1%,CCN(C(=O)Cn1c(C(=O)OC)cc2oc3ccccc3c21)c1cccc(C)c1
0.3%,13.1%,13.2%,-4.5%,-0.3%,0.3,-2.5%,-2.4%,-16.8%,O=C(CN1C(=O)NC2(CCCC2)C1=O)Nc1ccccc1F
6.7%,26.6%,1.1%,2.1%,-4.5%,-0.2,-6.1%,-2.9%,-11.1%,Cc1ccccc1-n1c(C)nnc1SCC(=O)NCC1CCCO1 (stereo not drawn)
-12.7%,106.9%[activator],-18.6%,0.7%,2.3%,0.1,-7.6%,-3.2%,2.1%,Cc1nc(Cl)c2oc3ccccc3c2n1
15.6%,1.6%,0.0%,-5.6%,2.7%,0.6,-10.5%,-4.0%,-5.8%,Cc1nn2c(N3CCCC3)cc(C(C)C)nc2c1-c1ccccc1
17.9%,-9.6%,-6.0%,-0.2%,17.2%,-0.2,-2.9%,-1.4%,-8.5%,C=CCC(CC=C)(NC(=O)c1ccccc1C)c1ccccc1
-0.8%,-23.2%,?,-15.4%,-5.5%,-1.7,31.6µM*,-11.0%,-13.3%,Cc1cc2ccccc2n1CCNC(=O)c1ccc(Br)o1
31.3%,15.0%,11.1%,0.9%,1.0%,-0.1,-0.6%,4.5%,3.5%,COc1ccc(CNC(=O)c2cc(C)nn2-c2ccccc2)cc1
9.3%,6.2%,0.0%,-2.0%,10.6%,0.5,0.6%,11.6%,-0.6%,CCOc1cccc(NC(=O)CC#N)c1
-3.0%,160.4%[activator],-17.8%,-2.8%,1.1%,0.1,0.0%,-22.7%,-13.4%,CC1CCCC(NC(=O)CNCc2ccccc2F)C1C (stereo not drawn)
25.7%,10.4%,6.5%[57.4 µM],-3.4%,-5.4%,-1.3,12.4%,-9.2%,-2.3%,CCOC(=O)N1CCC(N2Cc3cccc(C(=O)NCc4ccc(C)cc4)c3C2=O)CC1
6.2%,19.1%,-23.3%,-1.6%,-4.2%,-0.3,17.1%,-0.1%,8.4%,CNC(=O)NC(=O)C(C)OC(=O)c1ccc(Cl)c(S(=O)(=O)Nc2ccc(F)cc2)c1 (stereo not drawn)
-9.9%,-14.2%,31.0%[activator][57.4 µM],0.7%,-8.8%,-0.4,-1.0%,-5.8%,-2.9%,Clc1ccc(Cc2nnc(-c3ccccc3Br)o2)cc1
-0.6%,39.5%,8.1%,-3.3%,4.5%,-0.9,-3.7%,9.6%,-11.7%,Cc1cc(-n2c(SCC(=O)Nc3ccc(F)c(F)c3)nc3n[nH]c(C)c3c2=N)ccc1Cl
-8.1%,0.6%,2.8%,-2.4%,6.1%,3.3,-2.0%,-12.0%,-5.7%,COc1ccc(/C=c2\sc3nc(=O)c(C)nn3c2=O)c(OC)c1
-14.8%,25.1µM*,-6.5%,0.7%,?,0.2,3.0%,?,-1.8%,O=C(O)c1cn[nH]c1-c1cccc([N+](=O)[O-])c1
1.4%,-1.3%,-22.4%,-3.0%,nt,0.5,-1.1%,-10.6%[60.1 µM],-4.4%,CC(C)c1cnc2c(c1SCC(=O)O)c(=O)n(C)c(=O)n2C
89.6%,97.8%[activator],-21.4%,-6.0%,-6.8%,-1.0,8.5%,-5.6%,?,Cc1ccc(NC(=O)C2OCCc3ccccc32)cc1C (stereo not drawn)
35.6%,-0.9%,0.0%,3.8%,-3.9%,-0.6,-2.6%,-15.1%,-20.1%,N#Cc1ccc(Sc2nc3ccccc3[nH]2)cc1C#N
2.2%,28.5%,-10.9%,1.1%,nt,-0.2,0.0%,-0.5%[60.1 µM],-7.5%,CCc1ccc(C2C(C(=O)Nc3ccccc3C)=C(C)Nc3nc(SCc4cccc(OC)c4)nn32)cc1 (stereo not drawn)
-10.1%,18.9%,7.8%,-9.5%,-8.3%,-0.5,4.6%,-5.4%,-5.5%,Cc1ccc(NC(=O)[C@@]2(CC(=O)O)CC(/C=C/c3ccccc3)=NO2)c(C)c1
1.6%,12.2%,3.2%,0.7%,31.7%,-0.4,-1.4%,3.1%,3.3%,CN1CCN(C(=O)C2CC(=O)N(c3ccc(Cl)cc3)C2)CC1 (stereo not drawn)
-1.3%,24.3%,?,-3.0%,nt,-0.1,-2.9%,12.5%,-1.4%,COc1ccc(NC(=O)CSc2nc3ccccc3[nH]2)cc1
0.2%,19.7%,15.2%,0.6%,0.2%,0.4,-4.3%,-18.7%,-4.0%,O=C(O)CN(C1CCCCC1)S(=O)(=O)c1ccc(F)cc1
19.0%,15.3%,6.3%,-0.8%,13.4%,0.4,-0.9%,-7.4%,7.0%,Nc1cc(N)nc(SCC(=O)Nc2ccccc2N2CCOCC2)n1
-18.8%,94.6%[activator],1.8%,-11.3%,1.3%,-0.6,-4.9%,-7.4%,-17.6%,Cc1cccc(/C=N\NC(=O)c2ccccc2-n2cccc2)c1
12.7%,-10.4%,-0.3%,-2.3%,-2.2%,0.4,-7.5%,11.3%,-4.9%,Cc1ccc(OCCC(=O)Nc2ccccc2C(=O)NC2CC2)cc1
3.9%,8.2%,58.7%[activator],4.4%,-2.7%,-0.4,-9.1%,-1.6%,-11.4%,CCC1c2ccc(C)n2CCN1C(=O)Nc1ccccc1C(=O)OC (stereo not drawn)
6.8%,-23.7%,-0.8%,0.9%,-2.6%,-1.5,3.9%,-4.8%,-3.3%,CC(C)CN(CCCNC(=O)CN1C(=O)COc2ccc(S(=O)(=O)N3CCCC3)cc21)CC(C)C
1.3%,?,?,-1.4%,-5.3%,0.0,nt,-6.7%,-4.1%,CCOC(=O)CCCCC(=O)c1[nH]c(=O)[nH]c1CSc1nc(-c2ccccc2)c(C#N)c(=O)[nH]1
nt,-2.3%,?,nt,-3.3%,nt,-27.7%,2.7%,nt,COC(=O)c1cc2ccc(OC)cc2c2cc(OC)c(OC)cc12
7.9%,8.7%,-36.0%,-10.4%,0.9%,-0.1,0.2%,-1.2%,?,COc1ccc(-c2nnc(SCC(=O)OC3CCCCC3)o2)cc1OC
18.8%,-8.0%,10.0%,0.3%,25.5%,-0.5,-18.5%,-6.4%,-6.4%,CCCc1nnc(SCC(=O)Nc2ccc(OC)cc2)o1
2.8%,-10.0%&8.6%,1.7%,-2.4%,1.0%,-1.6,-13.8%,-6.3%&-3.9%,-14.1%,O=S1(=O)CCO[C@H]2Cc3ccccc3[C@H]2N1Cc1cccc(F)c1

# Reformatted with tabs: part of the list above
Compound	Pol beta inh	Pol iota inh	ALOX12 inh	BLM helicase inh	APE1 inh	TRHR ag	ERG-DNA inh	POLK inh	Anesthetic bind
COc1ccc(CNC(=O)c2cc(C)nn2-c2ccccc2)cc1	31.3%	15.0%	11.1%	0.9%	1.0%	-0.1	-0.6%	4.5%	3.5%
Clc1ccc(Cc2nnc(-c3ccccc3Br)o2)cc1	-9.9%	-14.2%	31.0%[activator][57.4 µM]	0.7%	-8.8%	-0.4	-1.0%	-5.8%	-2.9%
CCCc1nnc(SCC(=O)Nc2ccc(OC)cc2)o1	18.8%	-8.0%	10.0%	0.3%	25.5%	-0.5	-18.5%	-6.4%	-6.4%
